# High-throughput results from PubChem.
# FXN GAA850 act = FXN promoter activators, primary screen, cell-based, luciferase luminescence, HEK293 lucGAA850. HEK293 lucGAA850 FXN promoter luciferase reporter, 24 h; percent of 10 µM SAHA response. activation, % at 6 µM. 360,000 compounds, 0.56% hits;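 active = activation above the average of all compounds screened plus 3 SD, cutoff fixed separately per campaign, cut at about 7.5% in these data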;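 also: 0% = DMSO wells and 100% = 10 µM SAHA wells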
# PG9 binder = binders of HIV-1 gp120 antibody PG9, primary screen, biochemical, TR-FRET; AID 624416, 2012; inhibition, % at 6.7 µM; TR-FRET gp120-PG9 antibody binding; 360,000 compounds, 0.43% hits; in the data active = inhibition above about 8.5%
# PLC-beta3 inh = human PLC-beta3 inhibitors, primary screen, biochemical, fluorescence. 1-phosphatidylinositol 4,5-bisphosphate phosphodiesterase beta-3 (Homo sapiens), Q01970. Purified PLC-beta3, fluorogenic substrate. inhibition, % at 12.2 µM. 370,000 compounds, 0.18% hits. AID 720704, 2013; in the data active = inhibition above about 11%;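 also: 0% = median of compound wells on plate and 100% = full blocker control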
# Target sequence (Q01970 whole entry, looked up): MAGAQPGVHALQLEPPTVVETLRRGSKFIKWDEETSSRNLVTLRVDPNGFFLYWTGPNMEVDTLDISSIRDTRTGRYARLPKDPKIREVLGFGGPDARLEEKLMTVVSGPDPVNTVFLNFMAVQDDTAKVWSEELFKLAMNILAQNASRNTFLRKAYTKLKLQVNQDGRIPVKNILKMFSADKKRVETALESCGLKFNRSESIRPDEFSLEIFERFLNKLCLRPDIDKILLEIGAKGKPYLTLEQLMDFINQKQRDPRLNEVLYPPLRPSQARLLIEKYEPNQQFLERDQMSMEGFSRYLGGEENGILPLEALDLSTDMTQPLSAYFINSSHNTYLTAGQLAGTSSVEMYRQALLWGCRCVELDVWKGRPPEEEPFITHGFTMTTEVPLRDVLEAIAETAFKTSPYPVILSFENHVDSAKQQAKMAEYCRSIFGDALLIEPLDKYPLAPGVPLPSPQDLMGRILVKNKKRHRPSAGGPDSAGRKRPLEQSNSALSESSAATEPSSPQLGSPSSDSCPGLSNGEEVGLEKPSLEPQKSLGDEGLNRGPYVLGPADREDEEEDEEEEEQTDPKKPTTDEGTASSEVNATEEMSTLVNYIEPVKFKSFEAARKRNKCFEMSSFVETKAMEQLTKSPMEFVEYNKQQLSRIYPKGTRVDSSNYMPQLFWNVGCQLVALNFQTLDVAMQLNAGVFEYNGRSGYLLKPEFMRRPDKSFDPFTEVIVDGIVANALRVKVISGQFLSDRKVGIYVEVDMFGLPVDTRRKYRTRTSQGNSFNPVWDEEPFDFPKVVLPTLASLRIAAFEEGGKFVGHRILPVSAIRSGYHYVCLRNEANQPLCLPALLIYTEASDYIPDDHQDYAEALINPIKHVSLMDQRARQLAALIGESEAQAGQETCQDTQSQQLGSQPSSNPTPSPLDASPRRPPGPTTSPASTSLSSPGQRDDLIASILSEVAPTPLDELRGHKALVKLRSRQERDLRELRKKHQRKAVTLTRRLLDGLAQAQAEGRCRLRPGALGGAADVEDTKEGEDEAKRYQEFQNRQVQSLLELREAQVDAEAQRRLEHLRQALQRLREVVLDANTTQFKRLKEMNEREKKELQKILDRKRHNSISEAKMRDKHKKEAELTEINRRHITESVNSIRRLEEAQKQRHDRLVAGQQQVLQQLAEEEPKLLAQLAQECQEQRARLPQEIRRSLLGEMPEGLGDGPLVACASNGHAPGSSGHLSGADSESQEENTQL
# hcDAF-12 act = H. contortus DAF-12 nuclear receptor activators, primary screen, cell-based, luminescence, HEK293, lit1-tk-luc reporter; activation, % at 6.8 µM; HEK293 hcDAF-12 lit1-tk-luc reporter; 0% DMSO, 100% Δ7-dafachronic acid; 370,000 compounds, 1.4% hits;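 active = activation above the mean of all tested compounds plus 3 SD, cut at about 5.5% in these data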;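 also: 100% = response to 3 µM Δ7-dafachronic acid high control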
# hgDAF-12 ag = H. glycines DAF-12 receptor agonists, primary screen, cell-based, luminescence, HEK293, GAL4 fusion, UAS-luciferase; HEK293 GAL4-hgDAF12 UAS-luciferase reporter, agonist luminescence; normalized to butyrate control; activation, % at 6.8 µM; 370,000 compounds, 1.8% hits;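 active = activation above a cutoff set at the mean of all screened compounds plus 3 SD, cut at about 10% in these data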;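 also: 0% = DMSO wells and 100% = sodium butyrate wells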
# DAX1 inh-1 = DAX1 (NR0B1) inhibitors, primary screen, cell-based, HEK293, Gal4-DAX1, luciferase luminescence. inhibition, % at 6.75 µM. 340,000 compounds, 0.99% hits. AID 504766, 2011. HEK293 Gal4-DAX1 luciferase reporter;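 active = inhibition above the mean over all tested compounds plus 3 SD, cut at about 4.2% in these data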;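 also: 0% = DAX1-transfected cells with DMSO and 100% = empty-vector control cells with DMSO; inhibition shows as a rise in luminescence from relieved DAX1 repression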
# SMARCA2 activ = SMARCA2 (BRM) function activators, primary screen, cell-based, luminescence, high throughput; MG213 cells, MMTV-luciferase reporter, dexamethasone, overnight; activation, % at 9.1 µM; 370,000 compounds, 1% hits; AID 652017, 2013; in the data active = activation above about 7.8%;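 also: 0% = vehicle wells and 100% = reference activator wells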
# Rev-erbA mod = modulators of Rev-erb alpha DNA binding, primary screen, biochemical, FITC-DNA, fluorescence polarization, uHTS | Nuclear receptor subfamily 1 group D member 1 (Homo sapiens), P20393 | Rev-erbα–FITC-DNA binding, 90 min | activity, % at 10 µM | 370,000 compounds, 0.79% hits | AID 1259318, 2017;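 active = activity above about 14%, limit read from the data; passing the limit was not always enough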;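 also: 0% = DMSO wells with 35 nM protein and 100% = DMSO wells with 750 nM protein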
# ssDAF12 agonist = S. stercoralis DAF-12 nuclear receptor activators, primary screen, cell-based, luminescence, HEK293, GRIP1 co-expression, lit1-tk-luc. HEK293 ssDAF-12/GRIP1 lit1-tk-luc reporter; % of 3 µM dafachronic acid response. activation, % at 6.8 µM. Nuclear hormone receptor DAF-12 (Strongyloides stercoralis). 370,000 compounds, 1% hits;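 active = activation above the mean over all tested compounds plus 3 SD, cut at about 0.9% in these data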;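 also: 0% = DMSO-only wells and 100% = 3 µM delta7-dafachronic acid wells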
# HGIII-sPLA2 inh = human group III sPLA2 inhibitors, primary screen, biochemical, QFRET, BODIPY PC-A2 liposome substrate; Group 3 secretory phospholipase A2 (Homo sapiens), Q9NZ20; QFRET BODIPY PC-A2 liposome hydrolysis, fluorescence; inhibition, % at 12.2 µM; 370,000 compounds, 0.56% hits; AID 743126, 2013;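 active = inhibition above mean plus 3 SD of compounds lying within the high and low control bounds, cut at about 19% in these data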;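 also: 0% = median of test compound wells and 100% = no enzyme DMSO wells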
# DAX1 inh-2 = DAX1 (NR0B1) inhibitors on StAR promoter, primary screen, cell-based, luminescence, SF-1 (NR5A1), full-length DAX-1; 370,000 compounds, 1.1% hits; AID 652010, 2013; HEK293T StAR-luciferase reporter, SF-1/DAX-1 repression relief; inhibition, % at 6.8 µM;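 active = inhibition above the mean over all tested compounds plus 3 SD, cut at about 3.6% in these data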;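 also: 0% = DAX-1 cells with DMSO and 100% = cells lacking DAX-1 with DMSO; higher inhibition means more luminescence from relief of DAX-1 repression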
# Active calls of the source: *; / = no result given.
SMILES,FXN GAA850 act,PG9 binder,PLC-beta3 inh,hcDAF-12 act,hgDAF-12 ag,DAX1 inh-1,SMARCA2 activ,Rev-erbA mod,ssDAF12 agonist,HGIII-sPLA2 inh,DAX1 inh-2
Cc1ccc(C2C3=C(NCCN=C3c3ccccc3)C(=O)N2c2ccccc2)cc1 (configuration not stated),-8.4,-1.3,-164,-0.5,-1.4,-1.1,0,2,-1.5,3,-0.2
COc1ccc(C(C)C)cc1S(=O)(=O)N1CCC(C(=O)NCc2cccnc2)CC1,0.1,0.6,-9,-0.8,1.9,-1.4,-1,-4,-1.2,2,0.2
O=C(COC(=O)c1ccc(S(=O)(=O)Nc2ccccc2)cc1)NCc1ccco1,2.5,1.4,4,-1.1,2.5,0.8,-3,-1,-1.5,-12,0.6
O=C(NCc1ccccc1Cl)c1ccc(Cn2cc(C(F)(F)F)ccc2=O)cc1,-0.2,-0.1,-1,-0.1,-0.7,-0.5,0,-1,-1.5,-1,-0.4
O=C1N(c2ccccc2)C[C@@H]2C[C@@H](c3cccs3)N3CCC[C@@]123,-2.7,0.2,1,1.4,2.0,-1.0,-2,1,-0.3,-3,-0.5
CCN(CC)c1ccc(NC(=O)COC(=O)c2cccs2)cc1,-3.6,-5.7,-1,0.4,2.7,0.3,5,-1,-1.2,7,-1.1
CCOC(=O)c1cnc(SC2CCc3ccccc3C2=O)nc1N (configuration not stated),0.3,-0.8,-5,3.6,-0.8,0.0,0,0,-0.5,-52,-0.3
Cc1cc(OCCOCCNC(C)C)cc(C)c1Cl,0.6,1.5,0,-0.6,-1.8,-0.2,0,0,-1.3,9,-0.4
O=S(=O)(NCc1ccccc1)c1ccc(F)cc1Br,-1.6,-2.1,1,-1.2,0.0,-0.2,0,3,-1.5,-2,0.5
COc1ccccc1/C=N\Nc1cc(C)nc(-n2nc(C)cc2C)n1,-2.5,-2.8,11*,-2.4,-1.4,-1.5,-4,-6,-0.3,0,0.2

# Three of the compounds above, with values under each structure.
# Order of values – FXN GAA850 act | PG9 binder | PLC-beta3 inh | hcDAF-12 act | hgDAF-12 ag | DAX1 inh-1 | SMARCA2 activ | Rev-erbA mod | ssDAF12 agonist | HGIII-sPLA2 inh | DAX1 inh-2
- COc1ccc(C(C)C)cc1S(=O)(=O)N1CCC(C(=O)NCc2cccnc2)CC1
    0.1 | 0.6 | -9 | -0.8 | 1.9 | -1.4 | -1 | -4 | -1.2 | 2 | 0.2
- CCOC(=O)c1cnc(SC2CCc3ccccc3C2=O)nc1N (configuration not stated)
    0.3 | -0.8 | -5 | 3.6 | -0.8 | 0.0 | 0 | 0 | -0.5 | -52 | -0.3
- COc1ccccc1/C=N\Nc1cc(C)nc(-n2nc(C)cc2C)n1
    -2.5 | -2.8 | 11* | -2.4 | -1.4 | -1.5 | -4 | -6 | -0.3 | 0 | 0.2

# The list continues.
SMILES,FXN GAA850 act,PG9 binder,PLC-beta3 inh,hcDAF-12 act,hgDAF-12 ag,DAX1 inh-1,SMARCA2 activ,Rev-erbA mod,ssDAF12 agonist,HGIII-sPLA2 inh,DAX1 inh-2
O=C(NCc1ccccc1)c1cccc(COc2ccccc2Cl)c1,3.8,1.0,-3,2.8,8.9,-1.9,3,2,-1.1,-41,-1.1
CCn1c(NC(=O)C(C)C)c2ccccc2nc1=O,0.4,2.2,1,-0.7,0.4,2.4,-1,-8,-1.5,0,-0.6
Cc1cccc(C)c1NC(=O)c1ccc2c(c1)CCN2S(C)(=O)=O,1.6,0.5,-3,-1.9,-2.6,0.3,1,-4,-1.0,2,0.0
Cc1ccc(NC(=O)Cn2c3ccc(F)cc3c3nc4n(c(=O)c32)CCS4)cc1F,0.3,-1.4,-11,0.5,-2.6,0.9,-6,0,-1.3,6,-0.9
CC(C)CN(C(=O)CC(C)c1ccccc1)c1c(N)n(Cc2ccccc2)c(=O)[nH]c1=O (configuration not stated),-0.8,1.1,-8,-1.3,0.4,0.2,-2,5,-1.2,11,0.3
Cc1ccc2c(c1)N(CC(=O)NCC1CCCO1)C(=O)C(C(C)C)O2 (configuration not stated),0.3,0.4,-4,-2.3,1.1,-1.0,-3,-2,-0.2,-2,-0.3
COc1ccc(Cl)cc1-c1cc(C(=O)NCc2cccc(Cl)c2)[nH]n1,0.3,0.7,1,1.0,1.0,/,-2,0,-1.9,-13,0.1
COc1ccc(/C=N/NC(=O)c2cccc(NC(=O)c3ccccc3)c2)c(C(=O)O)c1OC,5.7,0.2,-11,2.7,4.8,1.3,0,-2,-1.1,3,0.1
S=c1[nH]c(-c2ccccc2)cn1/N=C/c1ccncc1,1.9,-2.2,-14,2.1,2.9,-0.7,-2,-5,-0.9,2,0.4
CCCn1c(=O)c(C(=O)NCc2ccc(OC)c(OC)c2)c(O)c2ccccc21,-0.7,-0.9,-1,-1.8,1.3,0.2,-1,0,-1.0,10,-0.3
Cc1cnc(N2C(=O)c3ccc([N+](=O)[O-])cc3C2=O)s1,-0.7,0.0,-5,3.0,-3.1,-0.8,-1,-2,-1.2,0,0.2
O=C(Cc1ccc(NS(=O)(=O)c2ccc(F)cc2)cc1)NCc1cccnc1,0.1,-1.4,-3,-1.9,-2.9,-1.6,3,1,-1.5,2,0.0
CCCCn1c(SCC(=O)Nc2cc(C)on2)nc2cc(S(N)(=O)=O)ccc21,0.0,-2.0,-1,-0.8,-2.0,0.3,1,-5,-1.4,-9,-0.4
COc1cc(NC(=O)COc2ccccc2[N+](=O)[O-])ccc1NC(=O)c1ccco1,0.0,2.1,-8,-1.9,3.3,0.4,2,-25,-1.1,-1,-0.1
Cn1c(-c2ccccc2[N+](=O)[O-])[n+](C)c2ccccc21,-0.9,-0.5,-4,0.4,-2.1,5.0*,-3,-4,-0.5,8,-0.8
CCOc1ccc(S(=O)(=O)NC(C)C(=O)NCc2ccccn2)cc1 (configuration not stated),4.0,-1.8,-4,-1.7,0.4,-0.4,3,1,-0.9,-1,-0.6
O=C(N[C@@H]1CCC(=O)N(CC[C@H](Sc2ccc(Br)cc2)c2ccccc2)CC1)OCc1ccccc1,-0.2,-1.5,-4,0.1,-1.4,-0.9,0,1,-1.1,-13,0.2
Cc1ccc(OCc2cc(C(=O)N3CCCC(C)C3)no2)cn1 (configuration not stated),0.2,-0.4,-1,-1.5,0.3,-1.6,-5,-6,-1.7,4,-2.7
CCN(CC)S(=O)(=O)c1ccc(NCc2ccccc2)nc1,0.6,-1.0,3,-1.7,0.8,0.5,0,0,-1.8,2,-0.4
CCCN1C(=O)c2n[nH]c(C(C)C)c2C1c1cccc(C(F)(F)F)c1 (configuration not stated),/,0.5,1,1.6,0.6,/,0,3,-1.4,0,1.2
CC1Cc2nc(SCC(N)=O)n(Cc3ccccc3)c(=O)c2S1 (configuration not stated),1.5,-1.6,2,-1.5,0.5,0.7,2,-5,-1.0,1,0.0
CCOC(=O)C1(C)CCCN1C(=O)c1ccc(OC)c(OC)c1 (configuration not stated),0.8,0.5,0,2.9,0.4,/,-3,2,-1.1,11,2.1
Cn1c(SCc2ccc(C(=O)Nc3nccs3)cc2)nnc1-c1ccccc1,0.5,0.1,0,-1.4,-3.0,-0.2,-2,1,-0.7,1,0.0
Cc1cccc(N2CCN(C(=O)CCN3C(=S)NC(C)(C)CC3C)CC2)c1C (configuration not stated),2.1,-1.6,4,-1.8,-4.2,-0.4,-3,-1,-2.6,28*,-0.5
COc1ccc2c3c([nH]c2c1)C1=NCC[C@]12c1ccccc1N=CN2CC3,/,/,-2,1.5,3.4,/,/,1,-1.2,9,/
CCOC(=O)c1cnc(-n2nc(C)cc2C)nc1Nc1ccc(OC)cc1,-0.9,-1.9,2,-1.4,-0.1,-0.5,-5,-3,-1.6,6,0.3
c1ccc2c(c1)OCc1nccn1-2,/,-0.9,1,1.9,1.3,/,-2,-6,-0.1,2,-0.7
CC(=O)OCCn1c(Br)nc2c1c(=O)[nH]c(=O)n2C,0.5,-2.2,4,0.5,-0.2,0.9,-1,6,-1.1,7,-0.4
CCCCc1n[nH]c(=S)n1Cc1ccccc1,0.7,-1.4,3,0.1,-1.8,-0.4,-1,-5,-0.8,9,-0.2
Cc1ccc(S(=O)(=O)N2CCCCC2)cc1C(=O)NCc1ccc(S(N)(=O)=O)cc1,-0.5,-1.3,0,-1.4,-1.5,0.5,0,-5,0.0,7,-0.5
Cc1ccccc1-c1nc(CN(Cc2c(C)nn(C)c2C)C2CC2)c(C)o1,0.8,-1.9,3,-1.3,-0.8,-0.6,-6,-3,-0.7,0,-0.9
COC(=O)[C@]12C[C@H](CC(=O)NCCC(C)C)C(=O)N(Cc3ccc4c(c3)OCO4)C1=C[C@H](C(C)(C)C)O[C@@H]2C,/,0.7,4,-0.2,-1.3,/,-2,2,-1.5,3,-0.5
O=C1CCCN1CCCN=c1c([N+](=O)[O-])nn(-c2ccc(Cl)cc2)n1O,-0.9,-0.5,-5,-0.4,-2.6,-1.8,0,2,-0.8,-1,-1.8
Clc1ccccc1OCc1nc(-c2ccc(Br)o2)no1,3.4,-2.1,-2,6.7*,2.5,-0.1,1,-2,-0.5,-4,1.4
COc1ccc(O)c(/C=N/NC(=O)CSc2nnc(C)n2-c2ccccc2)c1,-1.3,1.7,-11,1.1,-2.1,-1.2,-2,2,-1.3,5,-1.2
O=S1(=O)CCN(Cc2ccccc2C(F)(F)F)CC1,0.3,-1.2,-3,-1.5,-2.6,0.7,-2,/,-1.2,2,-0.2
CC(=O)NC(c1cccc([N+](=O)[O-])c1)c1c(OC(C)=O)ccc2ccccc12 (configuration not stated),-0.5,-1.5,-2,-2.3,-3.0,-1.0,-3,0,-0.2,-2,-1.0

# Limited to hcDAF-12 act and FXN GAA850 act (2 entries from above):
mol | hcDAF-12 act | FXN GAA850 act
Cc1ccccc1-c1nc(CN(Cc2c(C)nn(C)c2C)C2CC2)c(C)o1 | -1.3 | 0.8
COC(=O)[C@]12C[C@H](CC(=O)NCCC(C)C)C(=O)N(Cc3ccc4c(c3)OCO4)C1=C[C@H](C(C)(C)C)O[C@@H]2C | -0.2 | /
